Bioassay records deposited in PubChem BioAssay by several laboratories.
GPR55 LPI antagonism: GPR55 antagonists blocking LPI-driven arrestin recruitment, primary screen, imaging, U2OS, beta-arrestin-GFP, LPI agonist (AID 2013); U2OS GPR55 beta-arrestin-GFP translocation imaging, LPI antagonism; higher % means a stronger effect; inhibition, % at 10 µM; hits with a dose series show IC50 in µM; 0.13% of 290,000 active;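 active = spots per cell inhibited over 60%, with over 100 cells counted and total cytoplasm intensity under 500,000; inconclusive = wells with under 100 cells, flagged as likely toxic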;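 note: U2OS cells stably carrying GPR55 and arrestin-GFP stimulated by 5 µM LPI near EC80; imaged beta-arrestin-GFP aggregate spots per cell after agonist stimulation; plate controls were LPI-stimulated DMSO wells for no effect and DMSO wells without LPI for full effect; some results filed as inactive read as strong as hits; confirmed hits need IC50 under 10 µM and bright autofluorescent wells are also inconclusive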
HEK293 NOD2/NF-kB: NOD2 signaling inhibitors, cell-based, luminescence, uHTS, HEK293 (AID 1566) | HEK293 NOD2/NF-kB luciferase reporter, luminescence; higher % means a stronger effect | one-dose inhibition, % at 4 µM; EC50 in µM for titrated hits | 0.63% of 290,000 active; note: many of its hits are not listed in these tables
KOR beta-arrestin-1: kappa opioid receptor blockers – cell-based, luminescence, uHTS (AID 1778) | inhibition, % at 10 µM; hits with a dose series show IC50 in µM | KOR beta-arrestin recruitment, luminescence, antagonist mode; higher % means a stronger effect | 0.091% of 290,000 active; note: strong numbers were not always called active
NTR1 agonist: agonists of NTR1, primary screen, imaging, U2OS cells, beta-arrestin-GFP, high content (AID 493036) | P30989 | NTR1-U2OS beta-arrestin-GFP spot imaging, agonist mode | activation, % at 20 µM | 0.17% of 330,000 active;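 active = activation at or above 40% of the spot to cytoplasm intensity ratio, with at least 20 cells analyzed; inconclusive = wells under 20 cells, flagged as cytotoxic or low count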;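 note: 0% = DMSO without peptide and 100% = 100 nM NTR1 peptide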
Target sequence (P30989 whole entry, looked up): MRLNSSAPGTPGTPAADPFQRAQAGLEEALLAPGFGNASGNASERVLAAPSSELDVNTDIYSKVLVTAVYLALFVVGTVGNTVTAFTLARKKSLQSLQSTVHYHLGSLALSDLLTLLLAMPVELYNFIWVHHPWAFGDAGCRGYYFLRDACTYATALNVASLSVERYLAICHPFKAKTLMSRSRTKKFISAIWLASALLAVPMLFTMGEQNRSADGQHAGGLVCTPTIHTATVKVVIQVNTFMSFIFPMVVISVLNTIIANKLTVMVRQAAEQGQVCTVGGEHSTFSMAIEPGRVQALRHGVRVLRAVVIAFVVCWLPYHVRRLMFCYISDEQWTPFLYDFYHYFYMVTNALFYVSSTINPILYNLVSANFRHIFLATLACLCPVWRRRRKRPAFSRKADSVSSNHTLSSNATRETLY
GPR55 activation: GPR55 agonists via beta-arrestin recruitment, primary screen, imaging, U2OS cells, beta-arrestin-GFP redistribution (AID 1961); U2OS GPR55 beta-arrestin-GFP redistribution imaging; higher % means a stronger effect; activation, % at 10 µM; hits with a dose series show EC50 in µM; 0.048% of 290,000 active;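 active = activation above 40% with more than 50 cells counted in the well; inconclusive = wells holding fewer than 50 cells, flagged as toxic or sparse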;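 note: U2OS osteosarcoma cells stably expressing GPR55 and beta-arrestin-GFP; plate controls were DMSO negative control for no effect and LPI positive control for full effect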
T cell modulator: modulates CD8 T cell binding to vesicles | 2C CD8+ T cell-vesicle binding, flow cytometry; hits give low values | calls only at 7 µM | 0.068% of 330,000 active | AID 2052;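 active = response, share of CD8 T cells binding vesicles, and their 90th percentile fluorescence all below set limits, cut at about 80% in these data, passing the limit was not always enough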
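Benchmarks: naked versus QL9-loaded vesicles / Assay system: purified 2C TCR transgenic mouse naive CD8+ T cells / Technique: high-throughput flow cytometry with anti-B7-1 and anti-CD8 staining / Timing: Cell–vesicle co-incubation 1.5 h at 37 °C, staining 20 min on ice / Read-out: percent CD8+ FL2 mean versus row control / Probe or stimulus: QL9-loaded Drosophila micro-vesicles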
Myeloid diff MLP: promotes myeloid progenitor differentiation. 1% of 360,000 active. ER-HoxA9 myeloid progenitors, lysozyme-GFP differentiation, flow cytometry. calls only at 10 µM. AID 624256;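 active = normalized GFP-positive differentiation at or above the plate's own cutoff, the solvent-only control mean plus 3 SD; inconclusive = no clear call, values can overlap the other calls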;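 note: cells exposed to compound for four days before flow analysis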
KOR beta-arrestin-2: kappa opioid receptor activators – cell-based, luminescence, uHTS, primary screen (AID 1777). one-dose activation, % at 10 µM; EC50 in µM for titrated hits. 0.02% of 280,000 active. KOR beta-arrestin recruitment, luminescence; higher % means a stronger effect; in the data active = activation above about 50%, passing the limit was not always enough; note: a part of the inactive calls stands beside numbers as strong as those of hits
NOD1 inhibition: inhibition of NOD1-driven NF-kB reporter – cell-based, luminescence, uHTS, primary screen (AID 1578); NOD1-driven NF-kB luciferase reporter cells, luminescence; higher % means a stronger effect; inhibition, % at 4 µM, or EC50 in µM where a hit was titrated; 1% of 290,000 active; in the data active = inhibition mostly above about 36%, no sharp cut-off; inactive = mostly below about 34%;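 note: HEK-293T reporter cells stimulated with the NOD1 agonist gamma-tri-DAP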
T cell modulator vesicle-bound %: also measured in T cell modulator; calls as there; double positive events, %; measured here: CD8+ vesicle-bound cell fraction;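 binding gate set so that unloaded-vesicle control wells show 10% double positive cells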
NTR1 agonist cell count 20 µM: second read-out of NTR1 agonist, no call of its own (marks repeat the call); cell count; measured here: cell count, cytotoxicity flag
Myeloid diff MLP GFP+ MAC1+ %: recorded beside Myeloid diff MLP, whose call it bears; GFP+ MAC1+ double positive, %; measured here: differentiation confirmed by MAC1 staining
An asterisk follows results filed as active; i = inactive; ? = inconclusive; / = not tested or not shown; [ ] = dose if it differs, or a comment. Cut-off read from the data, not from the text of the source, unless noted: active = inhibition above about 50%; inactive = the rest. Some of the compounds tested; rates above refer to the full screens.

SMILES	GPR55 LPI antagonism	HEK293 NOD2/NF-kB	KOR beta-arrestin-1	NTR1 agonist	NTR1 agonist cell count 20 µM	GPR55 activation	T cell modulator	T cell modulator vesicle-bound %	Myeloid diff MLP	Myeloid diff MLP GFP+ MAC1+ %	KOR beta-arrestin-2	NOD1 inhibition
O=C(NC(C(=O)N/N=C/c1c2ccccc2cc2ccccc12)c1n[nH]c(=O)c2ccccc12)c1ccccc1 (configuration not stated)	0%	-18%	-51%	-0.8	62	-0.2%	i	56	?	/	3.2%	-20%
CCc1cc2c(SCC(=O)O)ncnc2s1	9%	10%	47%	0.2	58	-0.2%	i	23	i	0.5	1.6%	/
NNS(=O)(=O)c1ccc2c(c1)Cc1cc(S(=O)(=O)NN)ccc1-2	1%	14%	6%	-0.5	69	0.2%	i	39	i	0.9	-0.7%	-3%
Cc1ccc(OCC(=O)Nc2ccc3c(c2)C(=O)N(CCC(=O)O)C3=O)cc1	7%	-1%	-16%	-1.9	69	-0.1%	i	61	i	0.0	0.6%	-7%
Cc1nc(C)c(C(=O)Nc2ccc(Oc3ccccc3)cc2)o1	-4%	23%	-41%	0.8	72	-0.5%	i	12	i	3.1	2.8%	-53%
CCNc1nc(Oc2ccc(C(=O)OC)cc2)nc(N(C)C)n1	10%	-6%	16%	0.6	34	-0.5%	i	14	i	1.0	-3.9%	-15%
COC(=O)C1=C(C)N(C(C)C)C(=O)C1(NC(=O)C1CCCCC1)C(F)(F)F (configuration not stated)	-8%	15%	17%	-1.7	58	-0.1%	i	10	i	0.4	-2.0%	10%
Cc1cc(C)cc(C(=O)NCC(=O)OCC(=O)N2CCN(S(=O)(=O)c3ccc4ccccc4c3)CC2)c1	10%	0%	-39%	2.1	42	0.6%	i	9	i	1.0	-0.4%	-37%
COc1nnc(-c2ccc(C)c(S(=O)(=O)NCCO)c2)c2ccccc12	-6%	5%	-23%	0.9	43	-0.1%	i	38	i	1.1	0.6%	-22%
CCSc1nnc(NC(=O)CSc2nnc(CNC(=O)c3ccc(OC)cc3)o2)s1	8%	4%	-19%	-0.2	59	0.2%	i	29	i	0.6	7.0%	-40%
C/C(=N\NC(=O)C1(C)CC1(Br)Br)c1ccc([N+](=O)[O-])cc1 (configuration not stated)	2%	3%	-27%	7.1	80	-0.1%	i	39	i	0.5	0.5%	-24%
O=C(NCC1(O)CCCCC1)C1CCC(=O)N(CCc2ccccc2)C1 (configuration not stated)	5%	10%	-10%	0.0	58	-0.1%	i	74	i	1.1	8.8%	-20%
COc1ccc(/C=C/C(=O)CCC(=O)O)cc1	6%	5%	-25%	-0.9	49	-0.2%	i	44	i	0.5	0.9%	-33%
COCCc1nc2ccc(C(=O)NCc3cccc(-n4cccn4)c3)cc2o1	-30%	8%	-15%	-0.2	56	-0.1%	i	24	i	6.1	-2.8%	3%
COC(=O)c1sccc1NC(=O)Nc1cccc(OC)c1	13%	-15%	-27%	0.4	55	-0.1%	i	65	i	0.0	5.1%	-31%
CC(C)c1nnc(NC(=O)CCC(=O)N2CCN(Cc3ccccc3)CC2)s1	8%	6%	2%	-0.9	37	-0.2%	i	21	i	1.1	0.2%	7%
CCC1CCCCN1CCCNC(=O)Cn1nc(-c2ccccc2)ccc1=O (configuration not stated)	11%	-12%	-4%	-0.4	48	0.0%	i	12	i	16	4.6%	-22%
CCCNC(=O)CSc1nc2ccc(OCC)cc2s1	9%	1%	-24%	-0.1	36	0.3%	i	51	i	0.9	1.4%	-43%
NC(=O)c1c(C(F)(F)F)cc(-c2ccccc2)nc1NCCO	-12%	25%	28%	-1.5	79	-0.3%	i	44	i	0.5	-3.5%	17%
CNC(=O)CCN(Cc1ccco1)S(=O)(=O)c1ccc(OC)c(OC)c1	-10%	16%	12%	5.6	34	-0.2%	i	12	i	1.0	3.5%	10%
Cc1c(Cl)cccc1-n1c(SCC(=O)NCc2cccs2)nnc1-c1ccncc1	-3%	-5%	-44%	2.9	46	-0.1%	i	46	i	1.6	5.4%	36%
O=C(CCN1C(=O)S/C(=C\C=C\c2ccccc2)C1=O)Nc1ccc(O)cc1	8%	-39%	-26%	2.1	58	0.2%	i	34	i	3.0	3.0%	-16%
Cc1ccc(/C=C2\CCC3=C2OC(N)=C(C#N)C3c2ccc(C)cc2)cc1 (configuration not stated)	20%	10%	-45%	17	82	7.9%	i	39	i	0.5	2.6%	-17%
Cc1ccc(-n2nnnc2-c2cnn(-c3ccc(F)cc3)c2C(F)(F)F)cc1	4%	3%	-44%	2.1	75	0.0%	i	37	i	0.9	1.2%	-31%
O=C(C[n+]1ccc(C(=O)NCc2ccccc2)cc1)c1ccc2c(c1)OCCO2	-6%	-1%	-16%	0.4	55	0.6%	i	48	i	0.4	0.1%	-38%
COc1cc(N2C(=O)C=CC2=O)c(OC)cc1Cl	6%	21%	37%	1.7	48	0.4%	i	41	i	1.0	-4.0%	10%
Brc1ccccc1-c1nnc(COc2cccc3cccnc23)o1	-5%	7%	18%	-0.5	38	-0.1%	i	12	i	2.5	0.3%	-28%
Cc1nn2c(-c3cccnc3)ccnc2c1-c1ccccc1	14%	-21%	0%	-0.7	86	-0.2%	i	41	i	0.4	6.3%	-52%
CCOC(=O)c1cccc(C(=O)Nc2nc3ccc(OC)cc3s2)n1	22%	-18%	-30%	1.9	50	0.7%	i	52	i	0.7	-0.6%	-41%
COc1cccc(N2C(=NC(=O)COc3ccccc3)SC3CS(=O)(=O)CC32)c1 (configuration not stated)	7%	16%	-26%	2.2	47	0.0%	i	13	i	1.6	1.2%	-13%
COc1cc(C)c(C(C)C)cc1S(=O)(=O)n1cnc(C)c1	-6%	-17%	-92%	0.4	80	-0.3%	i	34	?	/	4.1%	-29%
c1cnc2ccc3ncccc3c2c1	-2%	-14%	0%	-1.7	56	-0.1%	i	14	i	0.3	0.0%	18%
CC(=O)c1ccc(NC(=O)C2Cc3ccccc3CN2C(=O)c2ccccc2)cc1 (configuration not stated)	1%	-8%	31%	1.1	44	-0.2%	i	27	i	1.7	-3.4%	-29%
COc1ccc(NS(=O)(=O)c2cccc(NC(=O)NC3CCCCC3)c2)cc1	6%	20%	8%	2.1	38	-0.4%	i	49	i	1.0	18%	30%
Cc1ccc(C)c(N2CCN(C(=O)C3CCCN(S(=O)(=O)c4c(C)[nH]c(=O)[nH]c4=O)C3)CC2)c1 (configuration not stated)	7%	15%	26%	-0.6	63	-0.1%	i	28	i	0.3	-3.9%	-4%
CCOC(=O)c1[nH]ncc1CN1CCCC(C(=O)c2ccc(SC)cc2)C1 (configuration not stated)	10%	9%	10%	0.6	38	-0.2%	i	59	i	0.2	-5.3%	4%
S=c1[nH]nc(Cc2cccc3ccccc23)o1	-1%	10%	13%	2.3	42	-0.2%	i	22	i	0.3	-0.9%	2%
CC(C)CCOc1ccc(C(=O)N2CCN(c3ncccn3)CC2)cc1	10%	20%	6%	0.8	55	0.0%	i	9	i	0.6	-3.9%	-7%
Cc1cc(NC(=O)Cc2cccs2)nn1CC(=O)NCc1ccco1	13%	9%	-2%	-0.3	58	0.0%	i	44	i	1.1	-3.3%	-9%
COc1ccc(Cl)cc1N1CCN(CCNC(=O)Nc2ccccc2C)CC1	-9%	-8%	14%	0.5	45	0.2%	i	7	i	1.2	-0.5%	-42%
CCCCCCn1c(CN2CCN(C)CC2)nc2c1c(=O)n(C)c(=O)n2C	0%	3%	-34%	0.6	69	0.0%	i	19	i	5.1	5.9%	38%
CC(C)Cn1c2c(c(O)c(C(=O)Nc3nccs3)c1=O)CCCC2	-5%	16%	20%	10	38	-0.2%	i	62	i	1.7	6.3%	6%
COc1ccc(CC(=O)NCCC2=CCCCC2)cc1	8%	8%	-10%	0.7	71	-0.2%	i	15	i	0.3	-1.1%	-18%
Cc1cccc(CCNC(=O)CN(C)S(=O)(=O)c2cnc[nH]2)c1	1%	8%	8%	-1.7	33	-0.3%	i	44	i	0.6	-1.5%	-9%
CCOC(=O)c1c2c3c(cccc3n(C)c1=O)C(=O)c1ccccc1-2	7%	21%	-27%[20 µM]	3.6	70	-0.2%	i	22	i	0.4	49%	0%
CC(C)c1nc2sc(C(=O)O)c(N)c2c2c1CCCC2	7%	14%	-25%	-0.8	58	0.2%	i	4	i	0.0	5.2%	-2%
O=C(Nc1ccnn1C1CCN(Cc2cccnc2)CC1)c1ccccc1Cl	10%	3%	16%	0.0	65	0.0%	i	12	i	1.4	-1.2%	-28%
CC1CCCN(C(=O)COc2ccc(NC(=O)c3cccs3)cc2)C1 (configuration not stated)	8%	7%	30%	0.0	63	-0.4%	i	40	i	0.2	-4.4%	-22%
COC(=O)N/N=C\C=C\c1ccc2c(c1)OCO2	-4%	-37%	10%	0.2	51	0.1%	i	48	i	2.0	1.5%	-38%
CCOc1ccc2c(c1)C(c1ccc(C)cc1)=NNC(c1ccc(OC)cc1)=N2	-7%	0%	-5%	6.9	54	0.0%	i	23	i	9.6	-1.7%	-15%
COc1ccc2nc3sc(C(=O)NCCN4CCc5ccccc5C4)cc3cc2c1	5%	-7%	3%	1.6	44	-0.6%	i	22	i	0.2	3.7%	-27%

Part of the list above in a different format:
Values run as follows: GPR55 LPI antagonism | HEK293 NOD2/NF-kB | KOR beta-arrestin-1 | NTR1 agonist | NTR1 agonist cell count 20 µM | GPR55 activation | T cell modulator | T cell modulator vesicle-bound % | Myeloid diff MLP | Myeloid diff MLP GFP+ MAC1+ % | KOR beta-arrestin-2 | NOD1 inhibition
COC(=O)N/N=C\C=C\c1ccc2c(c1)OCO2
 : -4% | -37% | 10% | 0.2 | 51 | 0.1% | i | 48 | i | 2.0 | 1.5% | -38%
COc1ccc2nc3sc(C(=O)NCCN4CCc5ccccc5C4)cc3cc2c1
 : 5% | -7% | 3% | 1.6 | 44 | -0.6% | i | 22 | i | 0.2 | 3.7% | -27%
O=C(Nc1ccnn1C1CCN(Cc2cccnc2)CC1)c1ccccc1Cl
 : 10% | 3% | 16% | 0.0 | 65 | 0.0% | i | 12 | i | 1.4 | -1.2% | -28%
